CXXC DNA block: inhibitors of human MLL CXXC domain-DNA interaction. MLL-CXXC / FITC-HOXA9 DNA fluorescence polarization. actives 0.037% (n = 290,000). Q03164. Potency, µM (highest dose often 115 µM), inactives show at the top dose activity change, negative = inhibition, actives largely listed as inhibitors; active = well fitted inhibition curve with a large enough effect in the polarisation, with a control signal flat, not every such curve was filed as active; inconclusive = small, poorly fitted or top-dose-only effect, or effect the other way, or a change in a side signal; inactive = no such curve, though single readings can be large or run the other way; the % refers to the polarisation; also: potency is read from the fitted curve at half-maximal effect
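Steps: dispense CXXC domain solution (7 uM) → pin compounds or unlabeled HOX-A9 DNA control → 5 min ambient → add FLSN-HOX-A9 solution (50 nM) → spin → 30 min ambient → fluorescence polarization. Tris pH 7.5/NaCl/DTT/BSA buffer.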
ASM inhibitor: human S-ASM enzyme inhibition; placental ASM, HMU-PC fluorogenic substrate, 60 min; AID 504937; Potency, µM (highest dose often 57.5 µM), inactives show at the highest dose activity change, negative = inhibition, hits mostly inhibitors; P17405; actives 0.006% (n = 340,000); also: potency is read from the fitted curve at half-maximal effect
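Human placenta-derived ASM enzyme was preincubated with compound for 10 minutes at room temperature, then given fluorogenic substrate HMU-PC0 (9 uM final) for 60 minutes at 37 °C; a pH 10 stop preceded fluorescence reading at Ex 386/Em 447 nm.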
A-T KAP1 phos: potential ataxia-telangiectasia treatment | […] A-T fibroblasts, KAP-1 phosphorylation AlphaLISA; neocarzinostatin DNA damage 30 min before lysis | Potency, µM (highest dose often 57.5 µM), for the others: top-dose activation, most hits filed as activators | actives 0.19% (n = 320,000); also: potency is read from the fitted curve at half-maximal effect; % of control where 0% means no effect; nearly all actives have a fitted effect of over 45% in size
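hTERT-immortalized A-T patient fibroblasts ([…]), 500 cells/well in OPTI-MEM, 1% FBS, got compounds for 60 min, then NCS for 30 min at 37C. Lysates were then assayed for phospho-KAP-1 by AlphaLISA (anti-pKAP1 donor, anti-KAP1 acceptor beads), 6 hr at 25C.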
PTAP TSG101 blk: blocks PTAP/TSG101 interaction to inhibit HIV-1 budding; 340,000 tested, under 10 active; Potency, µM (doses to about 115 µM), for the others: at the highest dose activity change, negative = inhibition, usual class: inhibitors; AID 493005; Q99816; Fluorescence polarization, FITC-PTAP peptide / Tsg101 binding; active = well fitted inhibition curve with a large enough effect in the main read-out, with a control signal flat, not every such curve was filed as active; inconclusive = small, poorly fitted or top-dose-only effect, or effect the other way, or a change in a side signal; inactive = no such curve, though single readings can be large or run the other way; also: potency is read from the fitted curve at half-maximal effect; % of control where 0% means no effect
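Fluorescence polarization binding of Tsg101 binding domain (10 uM final) to FITC-labeled PTAP peptide (50 nM final) in HEPES pH 7.5 buffer with NaCl, Tween 20, EDTA, TCEP. Compounds added before peptide; binding 20 min at RT.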
Mito fusion act: mitochondrial division inhibition or fusion activation | actives 0.23% (n = 320,000) | Potency, µM (series often up to 46.1 µM), for the others: at the highest dose growth rescue (activation), actives largely listed as activators | AID 485298 | S. cerevisiae fusion-defective mutant growth rescue, CellTiterGlo 48 h;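 also: potency is read from the fitted curve at half-maximal effect; % of control where 0% means no effect; nearly all actives have a fitted effect of over 45% in size; temperature-sensitive fusion mutants such as fzo1-1 at 37 °C on non-fermentable ethanol glycerol medium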
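S. cerevisiae fusion-defective temperature-sensitive mutants (e.g. fzo1-1, mgm1-5) grown 48 h at 37C in YPEG (ethanol/glycerol non-fermentable) medium with 23 nl compound per well; growth rescue read as CellTiterGlo luminescence.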
TCR activator: activates T cell receptor signaling | primary human leukocytes, anti-CD3, IL-2 HTRF, 48 h | 330,000 tested, under 10 active | AID 504894 | Potency, µM (top dose mostly 9.22 µM), inactives show at the highest dose activation of IL-2 secretion, actives largely listed as activators; also: % of control where 0% means no effect
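Compounds are tested in HTS on primary human leukocytes co-incubated with a-CD3 beads for 48 hr. IL-2 output is measured by time-resolved FRET.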
TSHR antagonist: human thyrotropin receptor antagonism; activity change, negative = inhibition, % at 11.5 µM; AID 504810; actives 0.2% (n = 330,000); P16473; TSHR-expressing cells, TSH-stimulated cAMP HTRF, 2 h; stronger effect = lower value;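 active = activity change below a set negative limit, meaning inhibition stronger than a set level, cut at about -70% in these data; inconclusive = activity change between two set negative limits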; also: % is scaled to controls: 0 for no effect and ±100 for the full control effect
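Freshly harvested TSHR cells receive pin-tooled compound, then EC80 TSH at 4nM final. After 2 hours at 37 deg C, antibody in lysis buffer and cAMP-d2 are added; 30 minutes at ambient temperature precede the HTRF read.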
Menin-MLL TR inh: displaces Texas Red mutant MLL peptide from human menin; Menin + Texas Red MLL mutant peptide, fluorescence polarization; O00255; Potency, µM (doses to about 61.6 µM), inactives show at the top dose FP activity change, negative = inhibition, actives largely listed as inhibitors; AID 1768; actives 0.23% (n = 270,000); active = well fitted inhibition curve with a large enough effect in the polarisation, with a control signal flat, not every such curve was filed as active; inconclusive = small, poorly fitted or top-dose-only effect, or effect the other way, or a change in a side signal; inactive = no such curve, though single readings can be large or run the other way; the % refers to the polarisation; also: potency is read from the fitted curve at half-maximal effect; % of control where 0% means no effect; many of its hits are not listed in these tables
MBNL1-CUG inh: blocks human MBNL1 binding to CUG repeat RNA; TR-FRET MBNL1-His/biotin-(CUG)12 binding, 665/545 ratio; Potency, µM (doses to about 57.5 µM), inactives show at the highest dose activity change, negative = inhibition, actives largely listed as inhibitors; actives 0.036% (n = 280,000); AID 2675; active = well fitted inhibition curve with a large enough effect in the signal ratio, with a control signal flat, not every such curve was filed as active; inconclusive = small, poorly fitted or top-dose-only effect, or effect the other way, or a change in a side signal; inactive = no such curve, though single readings can be large or run the other way; the % refers to the signal ratio; also: potency is read from the fitted curve at half-maximal effect; % is scaled to controls: 0 for no effect and ±100 for the full control effect
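Compound titration spanned 92 nM–58 uM against the MBNL1-His/biotin-(CUG)12 complex. After 60 min at room temperature with 5 nM streptavidin-XL665 and 0.055 ng/ul terbium anti-His, ratiometric 665/545 nm emission (Ex 340 nm) normalized to controls.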
Integrin act MD: integrin-mediated muscular dystrophy alleviation activation; alpha7betagal myoblasts, beta-gal FDG fluorescence, 48 h; AID 624291; actives 0.064% (n = 350,000); Potency, µM (titrated, usually from 38.3 µM), for inactives: at the highest dose activation, hits mostly activators;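 also: potency is read from the fitted curve at half-maximal effect; 100% = response of the positive control SU9516; nearly all actives have a fitted effect of over 60% in size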
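alpha7betagal+/- myoblasts (passage 13, 250/well) treated 48 h at 37C with compounds at 1:260 dilution of DMSO stock. Lysed, then beta-galactosidase activity read as FDG fluorescence (ex 480/em 540) after 30 min, with pre-read for autofluorescence.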
Numbers without * were called inactive; ? = inconclusive; . = no result given; [ ] = dose if it differs, or a comment. Unless noted, calls follow the shape of the dose curve; as a rule, active = well fitted curve in the direction sought with a large enough effect; inconclusive = small, poorly fitted or top-dose-only effect, or another doubt; inactive = no such curve, though single readings can be large; an effect the other way counts as inactive or inconclusive. These rows are one share of the data; the hit share may differ from the screen's.

SMILES | CXXC DNA block | ASM inhibitor | A-T KAP1 phos | PTAP TSG101 blk | Mito fusion act | TCR activator | TSHR antagonist | Menin-MLL TR inh | MBNL1-CUG inh | Integrin act MD
O=c1[nH]c(CSc2nc3ccccc3[nH]2)nc2c1cnn2-c1ccccc1 | ? | -2% | -8% | -7% | 12% | -5% | -21 | 6% | . | -20%
CC(NC(=O)c1cccs1)C(c1cccs1)N1CCN(Cc2ccccc2)CC1 (configuration not stated) | 4% | 5% | 1% | -4% | 6% | 1%[46.1 µM] | 0 | 13% | -20% | 18%
Cc1cc(C)n(CCNC(=O)C2CCC(=O)N(CCc3cccc(F)c3)C2)n1 (configuration not stated) | 1% | . | -1% | 3% | -1% | 3% | 0 | . | 2% | 20%
COc1ccc(C2=C/C(=C\c3ccccc3OC(C)=O)C(=O)O2)cc1 | 2% | 25% | 1% | 5% | -2% | 2% | -8 | ? | 1% | -19%
O=C(NCc1cccnc1)/C(=C\c1ccc(-c2cccc(Cl)c2)o1)S(=O)(=O)c1ccccc1 | -3% | 24% | 31% | -3% | 0% | -1%[46.1 µM] | -20 | -10% | -3% | -61%[inhibitor]
COc1ccc(C)cc1N(CC(=O)NC1CCCC1)C(=O)CCC(=O)Nc1nc(C)cs1 | ? | -3% | -2% | -2% | -3% | 1% | -11 | -16% | -2% | 0%
Cc1c(/C=N/NC(=O)CNc2ccccc2)c2ccccn2c1C(=O)c1ccc(Cl)cc1 | 5% | ? | -1% | -6% | 19% | -11%[46.1 µM] | 3 | 14% | 13% | -34%
O=C(Nc1nc2c(s1)CCCC2)c1cc(-c2ccc3c(c2)OCO3)nc2ccccc12 | 21% | . | 8% | . | -1% | -1%[46.1 µM] | -47 | ? | ? | .
O=C(NCCC1=CCCCC1)c1c(O)nc2ccccn2c1=O | 7% | -1% | -4% | 0% | 0% | -4% | -9 | 13% | 1% | 0%
CC(C)NC(=O)COC(=O)c1ccc(Oc2ccccc2)cc1 | 4% | -1% | 4% | -2% | -1% | 1% | -13 | 3% | 7% | 16%
C=CCNCCOCCOc1ccccc1-c1ccccc1 | 2% | 5% | 30% | 0% | -6% | -4% | 40 | 20% | 1% | -42%
Cc1ccc(NC(=S)N(CCN(C)C)C(C)c2cccnc2)c(C)c1 (configuration not stated) | 11% | -2% | -3% | -2% | 6% | 0% | 21 | 4% | 6% | 15%
CCc1cccc(CC)c1NC(=O)CN1C2CCCC1CC(NC(=O)Nc1cccc(OC)c1)C2 (configuration not stated) | -5% | 0% | -12% | -2% | -2% | 2% | 2 | -14% | -5% | -19%
O=S1(=O)CCOC[C@H](c2ccccc2)N1Cc1ccccc1 | 5% | -10% | 8% | -2% | -2% | -3% | -1 | -7% | ? | 30%
CCOC(=O)CSc1ncc(-c2ccc([N+](=O)[O-])cc2)[nH]1 | 0% | 0% | -4% | -3% | 0% | -2%[46.1 µM] | 4 | 13% | ? | 1%
CCN(CC)CCOc1ccccc1C(C)=O | -16% | 1% | -1% | 1% | -2% | . | 0 | 1% | -9% | ?
COC(=O)c1cc(-c2ccccc2)n(CC(=O)O)c1C | -2% | 4% | . | -3% | 15% | -18% | 5 | -24% | -5% | 2%
CCN(CC)C(=O)C(=O)c1cccn1-c1ccc(C#N)cc1 | -9% | 1% | 5% | -2% | 1% | 16% | -3 | -5% | 4% | 18%
Cc1nn(C)cc1CN(C)S(=O)(=O)c1cccc([N+](=O)[O-])c1 | 12% | 3% | 5% | -1% | -3% | -4% | -7 | 2% | ? | 24%
Cc1cccc(NC(=S)NC(=O)c2ccc(Br)o2)c1 | -11% | -7% | 5% | -2% | 1% | 2% | 0 | -25% | 11% | -7%
Cc1ccccc1NS(=O)(=O)c1cc(C(=O)N2CCCC2)ccc1Cl | -3% | 1% | 1% | . | 4% | -69% | -1 | 2% | 3% | 6%
CCOC(=O)CNC(=O)Nc1cccc(Cl)c1C | -1% | 11% | 1% | -4% | 2% | 9% | -2 | -18% | -5% | 12%
O=C1CCC(C(=O)N2CCCC(C(=O)c3ccc4c5c(cccc35)CC4)C2)=NN1 (configuration not stated) | -9% | 11% | 2%[11.5 µM] | -7% | 0% | -81% | 27 | -11% | ? | ?
CCCn1c(N)c(C(=O)CN(C)CC(=O)Nc2cc(C)ccc2C)c(=O)[nH]c1=O | . | -2% | 2% | -2% | -2% | 2% | -9 | . | . | -15%
CCOc1ccc(C(=O)NN2CCOCC2)cc1 | 17% | -1% | -1% | -2% | 1% | -1% | 9 | 10% | -3% | 34%
Cc1ccc(C(=O)OCC(=O)NCc2ccco2)cc1C | . | -1% | 2% | -6% | 5% | 55% | 33 | . | . | 5%
O=C(C1CCN(c2ccc(N3CCOCC3)nn2)CC1)N1CCc2ccccc2C1 | 9% | 188%[activator] | -15% | -5% | 0% | 6% | 0 | 8% | 14% | 12%
COc1ccc(OC)c(C(=O)COC(=O)c2ccc([N+](=O)[O-])o2)c1 | . | 5% | 11% | -1% | . | 11% | . | . | . | -24%
CCn1c(C)nc2cc(C(=O)NNS(=O)(=O)c3ccccc3F)ccc21 | -2% | -2% | -1% | -2% | 2% | 3% | 9 | ? | -19% | 14%
CCOC(=O)c1ccccc1OC(=O)NNc1ccccc1 | . | -4% | . | -3% | . | -1% | . | . | . | -3%
CC[C@]12c3[nH]c4ccc(OC)cc4c3CCN1C(=O)C(CC(=O)NC/C=C(\C)CCC=C(C)C)C[C@@H]2C(=O)N1CCN(C(=O)C2CC2)CC1 (some centres not stated) | . | -8% | 5% | -4% | . | 0%[46.1 µM] | 0 | . | . | 0%
Cc1cc(C)n2nc(SCC(N)=O)nc2n1 | 2% | -1% | 0% | 3% | 3% | 3% | -5 | 7% | -2% | ?
CCCOc1ccc(CNC(=S)Nc2ccccc2)cc1Cl | -6% | -2% | 9% | -2% | -50%[inhibitor] | 0% | 7 | ? | -6% | -7%
C/C(=N\S(=O)(=O)c1ccc(C)cc1)N1CCN(S(=O)(=O)c2ccccc2)C1C(C)C (configuration not stated) | 0% | 4% | -1% | . | 4% | . | -1 | -17% | -2% | -16%
CCN(CC)S(=O)(=O)c1ccc(NC(=O)COC(=O)c2ccc(NC(=O)CC#N)cc2)cc1 | ? | -3% | -1% | 5% | -3% | -5% | 2 | 21% | -14% | 19%
Cc1ccccc1NC(=O)Cn1nc(C)n2cccc2c1=O | 4% | 2% | 3% | -4% | 5% | 6% | 3 | 0% | -3% | 2%
CC(=O)Nc1c(O)nc(SCC(=O)Nc2nnc(CC(C)C)s2)[nH]c1=O | -1% | 6% | -2% | -2% | -3% | -1%[46.1 µM] | -3 | 9% | ? | 29%
CCCOC(=O)c1c(N)sc2c1CCC2 | 17% | 7% | . | -2% | -2% | -7% | 10 | 8% | 15% | -20%
COc1ccc(C2(C(=O)NCCc3ccccc3)CCCC2)cc1 | -3% | 0% | 4% | 1% | ? | -5% | -12 | -17% | 0% | -5%
O=C(N/N=C1\CCCc2ccccc21)c1ccccc1[N+](=O)[O-] | -6% | 0% | 0% | -3% | 6% | 0%[46.1 µM] | -7 | 3% | 11% | 17%
COc1cc(CCCN2C(=O)C(=O)NC[C@@H]2CCCCN)cc(OC)c1OC | -5% | 3% | 13% | -6% | 13% | -4% | 4 | . | -4% | 8%
O=C(Nc1nc(-c2ccccc2)cs1)c1ccc(N2CCOCC2)c([N+](=O)[O-])c1 | 1% | ? | 1% | -1% | 22% | 2%[46.1 µM] | -101* | -2% | 20% | -41%
CC(C)Cn1c(Cc2ccccc2)n[nH]c1=S | -2% | 4% | 6% | -7% | -6% | 2% | 48 | -25% | -5% | 2%
CC(=O)c1ccc(N2CCN(C(=O)C3CCN(S(=O)(=O)c4ccc5c(c4)CC(C)N5C(=O)C4CC4)CC3)CC2)cc1 (configuration not stated) | 6% | -2% | 6% | -2% | 0% | -1% | -11 | . | 119%[activator] | -29%
CC(C)CNC(=O)c1c(N)n(/N=C/c2cccnc2)c2nc3ccccc3nc12 | -2% | . | 0% | . | -1% | . | -1 | -1% | -6% | .
O=C1CCC(C(=O)OCC(=O)c2c[nH]c3ccccc23)=NN1 | -2% | 1% | 3% | 0% | -3% | -2%[46.1 µM] | 19 | 2% | -9% | 20%
Cc1cccc(OCC(O)CN2CCN(CCN3C(=O)c4cccc5cccc(c45)C3=O)CC2)c1C (configuration not stated) | -1% | -6% | -2% | 0% | 10% | 3% | -1 | ? | 15% | -82%[inhibitor]
